SR-BI uptake up: activators of SR-BI mediated DiI-HDL uptake, primary screen, ldlA[mSR-BI] CHO cells, DiI fluorescence; actives 0.096% (n = 320,000); 3 h; 100 = double the neutral-control signal; activation, % at 12.5 µM; AID 504775, 2011;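 active means mean replicate activation of at least 60% and every replicate at or above 60%; inconclusive means mean or all-replicate condition met, but not both; inactive means mean below 60% and not all replicates reaching 60%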;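 further: 0% = median plate neutral-control signal and 100% = twice that signal; values of inactives mirror those of a sister screen read the other way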
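System: LDL receptor-deficient CHO ldlA cells overexpressing murine SR-BI | Timing: 3 h uptake period with compound, 37 °C | Medium: HEPES-buffered (25 mM, pH 7.4) F12 plus 0.5% BSA | Dosing: Single-point compound dose | Signal: Bottom-read fluorescence, 550/595 nm | Read-out: Retained DiI signal reflecting DiI-HDL uptake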
SR-BI HDL uptake: inhibitors of SR-BI mediated HDL lipid uptake, primary screen, ldlA[mSR-BI] cells, fluorescence, single point; inhibition, % at 12.5 µM; Scavenger receptor class B member 1 (Mus musculus), Q61009; actives 0.96% (n = 320,000); AID 488896, 2010; ldlA[mSR-BI] CHO cells, DiI-HDL uptake fluorescence, 3 h;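 active means mean replicate inhibition of at least 70% and a set share of replicates each scoring 70 or more; inconclusive means meets just one of the two criteria; inactive means fails both criteria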;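 further: 0% = median of neutral control wells and 100% = median of positive control wells; values of inactives mirror those of a sister screen read the other way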
PvdQ acylase: P. aeruginosa PvdQ acylase inhibitors, primary screen, biochemical, fluorescence, plate reader and imaging, single point | purified PvdQ acylase | inhibition, % at 10 µM | actives 0.063% (n = 340,000); in the data active means inhibition above about 30%, passing the limit was not always enough; inconclusive means no clear call, values can overlap the other calls;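 further: 0% = vehicle neutral wells and 100% = reference inhibitor wells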
HTR5A ag ctr: HTR5A agonists in luminescence cell assay, primary screen, counter-screen for OPRM1-OPRD1 heterodimer agonist project, full-deck HTS; 5-hydroxytryptamine receptor 5A (Homo sapiens), P47898; cell-based; activation, % at 9.3 µM; actives 0.61% (n = 340,000); AID 504692, 2011; in the data active means activation mostly above about 9.5%, no sharp cut-off; inactive means mostly below about 7.6%;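 further: 0% = cells with vehicle only and 100% = reference agonist; strong numbers were not always called active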
Target sequence (P47898 whole entry, looked up): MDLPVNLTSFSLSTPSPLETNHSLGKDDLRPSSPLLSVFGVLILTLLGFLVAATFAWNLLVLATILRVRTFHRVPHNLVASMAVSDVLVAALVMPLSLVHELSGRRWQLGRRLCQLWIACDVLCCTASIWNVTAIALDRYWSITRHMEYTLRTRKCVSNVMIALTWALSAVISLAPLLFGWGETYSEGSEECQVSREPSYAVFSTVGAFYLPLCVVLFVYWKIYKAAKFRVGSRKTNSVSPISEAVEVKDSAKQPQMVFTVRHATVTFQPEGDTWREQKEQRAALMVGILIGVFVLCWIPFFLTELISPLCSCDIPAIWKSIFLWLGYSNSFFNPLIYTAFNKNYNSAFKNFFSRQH
Rtt109 HAT inh: inhibitors of C. albicans Rtt109/Vps75 HAT, primary screen, biochemical, ThioGlo CoA-SH fluorescence, plate reader; Histone acetyltransferase RTT109 (Candida albicans (strain SC5314 / ATCC MYA-2876)), …; purified Rtt109/Vps75, 4 h; inhibition, % at 34.9 µM; actives 0.16% (n = 330,000); AID 540336, 2011;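 active means inhibition of at least 50% in every replicate; inconclusive means best replicate reaches 50% inhibition but some replicates fall short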
Target sequence (Q5AAJ8 whole entry, looked up): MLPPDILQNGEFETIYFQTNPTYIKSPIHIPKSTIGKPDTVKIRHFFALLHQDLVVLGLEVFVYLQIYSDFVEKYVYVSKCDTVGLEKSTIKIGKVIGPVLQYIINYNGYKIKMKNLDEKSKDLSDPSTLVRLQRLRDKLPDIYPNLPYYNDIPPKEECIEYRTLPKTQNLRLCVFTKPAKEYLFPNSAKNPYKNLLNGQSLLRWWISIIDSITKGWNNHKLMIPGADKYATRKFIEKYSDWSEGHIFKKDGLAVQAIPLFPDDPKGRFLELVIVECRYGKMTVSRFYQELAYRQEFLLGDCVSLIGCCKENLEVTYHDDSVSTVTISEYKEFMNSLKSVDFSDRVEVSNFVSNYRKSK
Wnt bcat act: Wnt/beta-catenin pathway activators, primary screen, cell-based, plate reader, single point; Wnt/beta-catenin reporter cell assay, activator; activation, % at 9.35 µM; actives 1.2% (n = 300,000); AID 743398, 2014; in the data active means activation above about 30%, passing the limit was not always enough; inconclusive means no clear call, values can overlap the other calls;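 further: 0% = neutral control wells and 100% = positive control wells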
dFosB activator: activators of delta FosB homodimer, primary screen, biochemical, fluorescence polarization, TAMRA-CDK5 oligo, single point | purified delta FosB; percent of positive-control signal above neutral wells | AID 493131, 2011 | actives 0.99% (n = 340,000) | Protein FosB (Mus musculus), P13346 | activation, % at 25 µM;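 active means mean activation above about 17%, with every replicate also reaching it, limit read from the data, passing the limit was not always enough; inconclusive means only one of the two conditions met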;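 further: fluorescence polarization rise as delta FosB binds a TAMRA Cdk5 AP-1 oligo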
Target sequence (P13346 whole entry, looked up): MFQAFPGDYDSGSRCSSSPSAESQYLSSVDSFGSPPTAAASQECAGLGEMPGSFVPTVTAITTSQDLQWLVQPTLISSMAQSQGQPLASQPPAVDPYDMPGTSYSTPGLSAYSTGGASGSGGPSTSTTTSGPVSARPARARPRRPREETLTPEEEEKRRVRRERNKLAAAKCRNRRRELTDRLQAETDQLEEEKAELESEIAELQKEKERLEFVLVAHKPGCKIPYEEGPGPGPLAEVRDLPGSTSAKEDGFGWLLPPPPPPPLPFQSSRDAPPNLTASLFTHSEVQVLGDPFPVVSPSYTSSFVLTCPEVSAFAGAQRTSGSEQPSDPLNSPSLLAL
CDK5 inh: inhibitors of human CDK5/p35 kinase, primary screen, biochemical, single concentration. Cyclin-dependent kinase 5 (Homo sapiens) + Cyclin-dependent kinase 5 activator 1 (Homo …. Recombinant CDK5/p35, ADP-Glo luminescence, 60 min. inhibition, % at 10 µM. actives 0.01% (n = 330,000). AID 488839, 2010;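 active means highest replicate inhibition of at least 50% and at least 75% of replicates reaching 50%; inconclusive means only one of the two criteria met; inactive means both criteria failed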;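 further: plate controls were DMSO neutral control for no effect and GW8510 at 10 µM for full effect; many of its hits are not listed in these tables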
MITF act: activators of MITF-driven TRPM1 promoter reporter, primary screen, cell-based, SK-MEL-5, luciferase, single point. SK-MEL-5 TRPM1-promoter luciferase, 24 h; % of positive control, neutral wells = 0. activation, % at 12.5 µM. actives 0.75% (n = 300,000);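 active means mean activation of at least 80% with every replicate also reaching 80%; inconclusive means mean reaches 80% but some replicate falls short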;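 further: 0% = neutral control wells and 100% = parthenolide positive control wells; values of inactives mirror those of a sister screen read the other way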
RTF Ca sens act: cardiac RTF calcium sensitivity activators, primary screen, biochemical, IANBD-TnC fluorescence, EC20 calcium; activation, % at 7.2 µM; AID 493008, 2010; IANBD-labeled TnC RTF fluorescence at EC20 calcium; 0% EC20 calcium, 100% full calcium; actives 0.24% (n = 340,000);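 active means activation above the mean over all tested compounds plus 3 SD, cut at about 30% in these data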;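 further: rise in fluorescence read as greater calcium sensitivity of cardiac thin filaments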
Numbers without * were called inactive; u = inconclusive; x = no result given. Outcome played no part in choosing rows. About 4.4% of those tested had a hit in this group.

SMILES	SR-BI uptake up	SR-BI HDL uptake	PvdQ acylase	HTR5A ag ctr	Rtt109 HAT inh	Wnt bcat act	dFosB activator	CDK5 inh	MITF act	RTF Ca sens act
COc1ccc(C(CCN2CCCCC2)c2c(OC)cc(OC)c3c(-c4ccccc4)cc(=O)oc23)cc1 (stereo unspecified)	25.9	-25.9	14.1	-9.2	-4.0	10.4	11.2	2.0	-4.2	3.8
Cc1sc(NC(=O)c2ccc(Br)s2)c(C(N)=O)c1C	-38.7	38.7	6.8	3.3	5.3	x	6.5	1.1	26.1	-5.1
C=CCN1CCc2c(cc(O)c(O)c2Cl)C(c2ccccc2)C1 (stereo unspecified)	-10.2	10.2	-5.2	25.8*	15.1	-2.9	0.0	-0.1	7.7	0.8
C[C@H](CO)N1C[C@H](C)[C@@H](CN(C)C)Oc2c(NC(=O)CCCCCC(=O)Nc3ccccc3N)cccc2C1=O	-36.5	36.5	-8.7	-2.1	-8.0	10.0	-6.4	-1.6	-4.4	0.0
Cc1nn(C(C)C)c(C)c1CN1CCN(Cc2ccsc2)C(CCO)C1 (stereo unspecified)	30.1	-30.1	3.3	1.0	x	x	-4.8	3.6	-20.6	3.6
Cc1cccc(OCC(=O)NC(C)C(=O)N/N=C/c2c(OCc3ccccc3)ccc3ccccc23)c1 (stereo unspecified)	-24.6	24.6	-5.8	5.7	-5.4	0.5	-2.3	0.5	60.2	8.4
O=C(CSc1nnc(-c2cc3ccccc3cc2O)n1Cc1ccco1)N1CCc2ccccc2C1	-30.2	30.2	-21.3	0.7	-3.4	-7.7	-8.9	-3.3	-4.7	1.5
COc1cccc(N2CCN(C(=O)c3ccccc3SCC(=O)NCc3ccco3)CC2)c1	-13.2	13.2	-10.9	-4.4	0.8	-1.6	-11.8	-6.4	2.5	6.9
COc1ccc(-c2cn3c(C)c(C(=O)N4CCN(c5ccc(F)cc5)CC4)sc3n2)cc1	27.6	-27.6	-7.5	3.3	-8.1	0.7	-5.0	-0.3	-12.1	1.0
C=CCNC(=O)C1CC(=O)N(c2ccc(OCC(=O)Nc3ccc(C)cc3)cc2)C1 (stereo unspecified)	-15.1	15.1	0.0	3.0	-0.4	x	u	0.0	2.8	-1.6

Next part, overlapping the part above by 2 compounds.
SMILES	SR-BI uptake up	SR-BI HDL uptake	PvdQ acylase	HTR5A ag ctr	Rtt109 HAT inh	Wnt bcat act	dFosB activator	CDK5 inh	MITF act	RTF Ca sens act
COc1ccc(-c2cn3c(C)c(C(=O)N4CCN(c5ccc(F)cc5)CC4)sc3n2)cc1	27.6	-27.6	-7.5	3.3	-8.1	0.7	-5.0	-0.3	-12.1	1.0
C=CCNC(=O)C1CC(=O)N(c2ccc(OCC(=O)Nc3ccc(C)cc3)cc2)C1 (stereo unspecified)	-15.1	15.1	0.0	3.0	-0.4	x	u	0.0	2.8	-1.6
Nc1nn(S(=O)(=O)c2ccccc2)cc1-c1ccc([N+](=O)[O-])cc1	6.9	-6.9	7.4	1.4	-3.0	-12.0	0.5	-1.0	-9.1	-9.6
CSc1nnc(NC(=O)CCc2ccccc2)s1	4.6	-4.6	17.3	-0.1	11.5	x	7.2	0.6	x	-1.4
CCN(CC)P(=O)(Nc1cccc(C(F)(F)F)c1)c1ccc(N(C)C)cc1NC(=O)c1ccco1 (stereo unspecified)	-35.3	35.3	-24.1	-3.6	-34.7	-4.9	-12.7	-1.2	-1.8	11.5
Cc1nn(C)c(C(=O)N2CCN(C(=O)c3ccco3)CC2)c1Br	39.0	-39.0	-9.5	1.8	-4.4	-2.1	5.6	-1.7	6.1	-1.6
CN1CCN(C(=O)CCN2C(=O)/C(=C/c3ccc(F)cc3)SC2=S)CC1	1.6	-1.6	-0.9	-0.8	-3.8	-1.9	-3.6	0.4	9.0	-4.1
COc1ccc(C)cc1S(=O)(=O)N(C)CC(=O)N1CCN(c2ccccc2)CC1	-28.7	28.8	3.5	-4.2	4.8	-1.0	1.3	-0.9	0.5	-3.5
CN(CC(=O)NCc1ccccc1)Cc1ccc(Cl)cc1	6.7	-6.7	8.3	-3.8	2.1	1.3	-0.5	0.5	1.3	4.9
COc1ccc(N2C(=O)NC(NC(=O)c3ccncc3)(C(F)(F)F)C2=O)cc1 (stereo unspecified)	-7.9	7.9	-3.7	4.3	3.2	x	5.7	-3.5	-5.8	5.4
O=C(Nc1ccc(Oc2ccc(C(F)(F)F)cn2)c(Cl)c1)C1CC1	-9.3	9.3	0.6	-3.0	-15.0	-2.9	0.6	-1.2	-1.1	6.6
Nc1ccccc1C(=O)NCCCN1CCN(c2cccc(Cl)c2)CC1	-0.6	0.6	-11.3	3.2	-6.5	0.2	-1.1	-0.9	-13.1	7.2
CCOC(=O)N1CCN(c2nc3ccc(C)cc3n3cnnc23)CC1	-30.0	30.0	7.6	-0.4	3.2	1.9	-4.2	1.8	22.0	-0.1
COc1ccc(CCNC(=O)C(=O)NCC2OCCCN2S(=O)(=O)c2cc(C)ccc2C)cc1 (stereo unspecified)	-33.4	33.4	-10.2	1.9	-14.6	-3.1	-14.7	1.4	-4.6	-0.2
O=c1nc2n(c3c1oc1ccccc13)Cc1ccccc1-2	-12.5	12.5	-5.5	x	-2.7	2.1	x	x	x	x
O=C(NNS(=O)(=O)c1cccc(Cl)c1Cl)c1cccc(S(=O)(=O)N2CCOCC2)c1	9.7	-9.7	-0.3	0.6	1.7	1.7	3.3	0.7	-7.2	5.2
O=C(CNC(=O)c1cccs1)NCC(=O)OCc1ccccc1Cl	-9.6	9.5	-7.0	-1.3	3.2	-2.9	0.8	-1.3	3.5	-2.7
CCn1c2ccccc2c2nnc(SCC(=O)NC(CC(C)C)C(=O)OC)nc21 (stereo unspecified)	-28.9	28.9	5.7	0.7	x	x	-6.9	0.3	x	-2.6
CN(C1CCCCC1)S(=O)(=O)CCNC(=O)c1ccccc1	24.1	-24.1	-5.6	1.7	3.8	-1.7	-6.5	1.7	-0.1	0.6
CCOC(=O)c1[nH]c2ccccc2c1NC(=O)C(C)(C)C	-0.1	0.1	-16.8	2.2	-11.9	-1.0	-4.2	0.2	-10.4	0.5
O=C(Cc1nc2ccccc2[nH]c1=O)c1ccccc1	-33.2	33.2	-13.3	-1.4	-31.8	32.9*	-9.5	2.2	28.8	18.8
Cc1ccsc1C(C(=O)NC(C)(C)C)N(C(=O)c1csnn1)c1ccccc1 (stereo unspecified)	6.1	-6.1	-7.4	-1.3	-2.2	-1.6	-1.0	-2.2	x	3.7
COC(=O)CSc1nnc(-c2ccco2)n1-c1ccc(C)cc1	1.9	-1.9	-3.4	3.5	7.8	x	-1.4	-0.1	-13.3	-5.0
CSc1ccc(S(=O)(=O)NC2CCCCCC2)cc1	1.3	-1.3	-10.1	-3.3	2.8	x	-4.7	-0.5	-11.4	1.3
CCS(=O)(=O)N1CCN(c2nc(-c3ccccc3)cs2)CC1	-4.4	4.4	-8.8	4.6	18.8	8.4	-3.7	-2.5	u	-0.6
O=C(CNS(=O)(=O)c1ccccc1)OCC(=O)c1ccc([N+](=O)[O-])cc1	11.3	-11.3	15.9	2.9	1.1	0.9	3.9	0.8	4.0	5.9
Nc1nnnn1/N=C/c1ccco1	12.6	-12.6	-10.4	-2.6	-8.7	-3.5	-0.2	-1.6	11.3	0.6
Cc1ccc(C)c(S(=O)(=O)NNC(=O)c2sc(NS(=O)(=O)c3ccccc3)nc2C)c1	18.5	-18.5	2.7	5.0	14.2	-0.7	-1.1	0.1	3.3	-4.0
Cc1ccc(-n2nnnc2SCC(=O)NNC(=O)c2ccc([N+](=O)[O-])cc2)cc1	-16.8	16.8	-4.7	-0.2	-2.4	0.0	4.3	2.1	6.0	1.6
CCCCc1nn(-c2cc(Cl)ccc2OC)c2c1C(=O)CCC2	-11.1	11.1	7.0	-1.9	5.0	-2.0	-10.4	0.8	-4.2	1.7
COC(=O)c1[nH]c2ccccc2c1Sc1ccccc1	13.0	-13.0	-12.8	1.5	3.0	-1.8	-0.7	0.4	-14.6	-0.7
CCOC(=O)c1c(S(=O)(=O)NCc2ccc(C)o2)c(C)n(C)c1C	-3.7	3.7	-13.4	4.6	-6.1	0.9	2.9	-5.3	-2.7	-1.1
COc1ccccc1CCN=C(N)NS(=O)(=O)c1ccccc1	10.6	-10.6	-18.9	-4.7	x	7.8	-5.1	-1.9	0.9	-0.2
O=C(Nc1nccs1)c1ccc2ccccc2c1	2.7	-2.7	-2.1	-2.4	1.7	21.7	-13.9	0.8	47.3	-1.3
CCOc1ccccc1N1CC(C(=O)NCCc2ccc(S(N)(=O)=O)cc2)CC1=O (stereo unspecified)	-2.3	2.3	-5.7	6.1	-8.7	x	-2.3	3.0	0.7	-2.2
O=C(N/N=C/c1nn(-c2ccccc2)cc1-c1ccccc1)c1ccncc1	-9.4	9.4	-10.3	9.5	4.8	x	-37.3	x	24.7	-1.2
Cc1cc(C=O)c(C)n1-c1sc2c(c1C(=O)O)CCCC2	-0.2	0.2	-7.6	0.1	-11.9	x	-0.2	0.7	0.0	0.5
CC(C)c1ccccc1OCCNC(=O)c1cccnc1	8.8	-8.8	2.1	3.5	7.0	-9.8	-0.9	1.1	2.7	-1.6
CNc1cccccc1=S	-23.0	23.0	-13.0	2.4	29.3	-6.0	-7.4	-0.3	x	1.4
CN1CCN(C(=O)c2ccc(OCCOc3ccccc3)cc2)CC1	-5.1	5.1	-6.7	-1.0	-0.4	x	-0.5	0.6	1.0	-5.2
COc1cc(C(=O)NC2(C(F)(F)F)NC(=O)N(CCCc3ccccc3)C2=O)cc(OC)c1OC (stereo unspecified)	-0.9	0.9	-14.9	0.9	11.3	0.7	-13.3	0.1	7.7	4.6
Cc1ccnc(NS(=O)(=O)c2ccc(NC(=O)CC(C)c3ccccc3)cc2)n1 (stereo unspecified)	16.8	-16.8	-18.3	-2.8	-5.4	-0.9	0.3	2.0	-6.6	-4.8
OCCN(Cc1ccccc1)Cc1cccc(Cl)c1Cl	1.8	-1.8	-6.8	8.1	1.0	x	-3.0	0.2	14.6	-11.9
